CCT chaperon mod: cytosolic chaperonin activity modulation; purified chaperonin ATPase assay, HTRF ADP detection, 30 min; activity change, % (test concentration not listed), hits read low; hit rate 0.3% among 360,000; AID 651819; in the data active = activity change below about -30%; note: % is set by controls: 0 for no effect and ±100 for the full control effect
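We incubate TRiC, 40 or 20 nM final, with library compounds at 76 uM and 10 uM ATP for 30 min at 37 °C. ADP formed is detected with Transcreener HTRF reagents after 30 min at room temperature.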
PI5P4K alpha inh: PI5P4K alpha (human) kinase inhibition | PI5P4Kalpha enzyme, ADP-Glo luminescence, 60 min; hits give low values | max response, % | hit rate 1.2% among 330,000; active = max response of -50% or lower; inconclusive = between -30% and -50%; inactive = -30% or higher; note: value at the top dose of about 77 µM; % is set by controls: 0 for no effect and ±100 for the full control effect
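Luminescence from ADP-Glo served as readout of PI5P4Kalpha activity in a qHTS format. Reaction: enzyme, substrate, compound, ATP at 5 microM final, 60 min at RT.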
PLK1 PBD block: blocks phosphopeptide binding to human PLK1 polo-box domain | Plk1 PBD binding of FITC phosphopeptide, fluorescence polarization | Potency, µM, inactives show max response, negative = inhibition, most hits filed as inhibitors | P53350 | AID 720504 | hit rate 2.8% among 360,000; note: potency is the fitted concentration of half-maximal effect; series mostly up to about 57 µM; % is set by controls: 0 for no effect and ±100 for the full control effect; nearly all actives have a fitted effect of over 65% in size
EPAC2 antag: blocks human EPAC2 exchange factor; Q8WZA2; EPAC2 GEF exchange of Rap1B-BODIPY-GDP, fluorescence; Potency, µM (titrated, usually from 114 µM), inactives show top-dose activity, negative = inhibition, usual class: inhibitors; hit rate 0.18% among 360,000; AID 720708; note: potency is the fitted concentration of half-maximal effect; % is set by controls: 0 for no effect and ±100 for the full control effect; nearly all actives have a fitted effect of over 45% in size; many of its hits are not listed in these tables
WRN helicase inh: blocks human WRN helicase. Q14191. WRN helicase unwinding, fluorescent forked duplex, kinetic. Potency, µM (highest dose often 114 µM), without a hit: top-dose activity change, negative = inhibition, hits mostly inhibitors. hit rate 0.46% among 360,000. AID 651768; note: potency is the fitted concentration of half-maximal effect; % is set by controls: 0 for no effect and ±100 for the full control effect; nearly all actives have a fitted effect of over 55% in size
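WRN at 20 nM final was preincubated with compound for 15 min at room temperature; reaction started with 100 nM forked duplex oligonucleotide carrying fluorophore and quencher plus 2 mM ATP (final). Unwinding followed kinetically by red fluorescence (ex 525/em 598 nm).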
EPAC1 ag: EPAC1 (human) agonism. O95398. EPAC1 agonist qHTS, biochemical assay; response scale: 100% = response to 6.5 mM cAMP. Potency, µM (highest dose often 154 µM), inactives show top-dose activation, actives largely listed as activators. hit rate 0.073% among 360,000. AID 720707; note: potency is the fitted concentration of half-maximal effect; nearly all actives have a fitted effect of over 60% in size
Target sequence (O95398 whole entry, looked up): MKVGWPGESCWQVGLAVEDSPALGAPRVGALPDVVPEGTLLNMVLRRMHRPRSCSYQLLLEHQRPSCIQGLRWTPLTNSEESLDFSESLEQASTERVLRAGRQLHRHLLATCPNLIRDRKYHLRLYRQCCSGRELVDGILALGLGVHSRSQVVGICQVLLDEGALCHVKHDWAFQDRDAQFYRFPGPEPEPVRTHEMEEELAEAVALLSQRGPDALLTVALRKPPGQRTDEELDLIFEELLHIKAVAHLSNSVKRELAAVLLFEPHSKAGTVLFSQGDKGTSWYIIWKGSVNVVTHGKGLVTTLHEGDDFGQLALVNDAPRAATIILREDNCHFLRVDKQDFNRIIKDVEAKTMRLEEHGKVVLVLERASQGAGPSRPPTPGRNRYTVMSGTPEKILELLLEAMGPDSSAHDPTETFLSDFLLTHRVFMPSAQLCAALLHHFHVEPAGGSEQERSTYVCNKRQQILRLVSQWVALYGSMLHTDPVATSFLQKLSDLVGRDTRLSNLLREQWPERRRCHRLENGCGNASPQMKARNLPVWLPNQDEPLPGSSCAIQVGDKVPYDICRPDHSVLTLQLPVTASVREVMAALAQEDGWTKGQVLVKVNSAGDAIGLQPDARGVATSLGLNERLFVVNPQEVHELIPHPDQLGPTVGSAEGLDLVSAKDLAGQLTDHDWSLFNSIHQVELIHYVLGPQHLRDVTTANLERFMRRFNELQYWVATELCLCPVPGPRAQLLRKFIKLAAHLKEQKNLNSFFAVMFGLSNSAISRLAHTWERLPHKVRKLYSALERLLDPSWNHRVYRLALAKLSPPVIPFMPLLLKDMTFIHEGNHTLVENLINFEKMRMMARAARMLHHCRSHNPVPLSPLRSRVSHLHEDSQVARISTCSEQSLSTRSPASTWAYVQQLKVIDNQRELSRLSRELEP
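Multi-concentration qHTS readout: loss of Rap1B-bound BODIPY-GDP fluorescence driven by 100 nM EPAC1 with excess GDP (50 uM), monitored kinetically at room temperature; agonist response expressed relative to 6.5 mM cAMP.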
Mm-Cpn inhibitor: inhibitors of Methanococcus maripaludis chaperonin (MmCpn); purified Mm-Cpn ATPase, ADP Transcreener TR-FRET; Potency, µM (highest dose often 76.9 µM), without a hit: at the top dose activity, negative = inhibition, most hits filed as inhibitors; hit rate 0.031% among 330,000; AID 504842; note: potency is the fitted concentration of half-maximal effect; % is set by controls: 0 for no effect and ±100 for the full control effect; nearly all actives have a fitted effect of over 80% in size
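Inhibition of chaperonin ATP hydrolysis is measured as reduced ADP production, detected by competitive TR-FRET in which signal falls with ADP. Final enzyme 25 nM and ATP 10 uM, reacted 30 min at 37°C.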
EPAC1 antagonist: blocks human EPAC1 exchange factor. Potency, µM (top dose mostly 115 µM), for the others: top-dose activity change, negative = inhibition, actives largely listed as inhibitors. EPAC1 GEF assay, Rap1b-BODIPY-GDP exchange fluorescence. hit rate 0.14% among 360,000. O95398. AID 720709;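 note: potency is the fitted concentration of half-maximal effect; plate controls were vehicle for no effect and positive control for full effect; nearly all actives have a fitted effect of over 50% in size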
Active calls of the source: *; ? = inconclusive; . = not tested or not shown; [ ] = remark or other dose. Unless noted, calls come from the whole dose curve; as a rule, active = well fitted curve in the direction sought with a large enough effect; inconclusive = small, poorly fitted or top-dose-only effect, or another doubt; inactive = no such curve, though single readings can be large; an effect the other way counts as inactive or inconclusive.

EPAC1 antagonist,PLK1 PBD block,CCT chaperon mod,WRN helicase inh,EPAC2 antag,PI5P4K alpha inh,EPAC1 ag,Mm-Cpn inhibitor,SMILES
15%,?,-5.1,2%,5%,-5,4%,-2%,Cc1ccc(CNC(=O)Cn2nnc3ccccc3c2=O)cc1
-5%,6%,0.6,7%,5%,1,3%,-1%,COc1ccccc1CNC(=O)c1ccc(NC(=O)CC2SC(N3CCCC3)=NC2=O)cc1 (stereo not drawn)
1%,-6%,1.0,-5%,-8%,5,-6%,-1%,CC(C)c1ccc(/C=C2\SC(N3CCCC3)=NC2=O)cc1
15%,-13%,-1.8,10%,4%,-1,-10%,-1%,O=C1NCCN(Cc2ccoc2)C1CC(=O)N(CCO)Cc1ccccc1 (stereo not drawn)
-9%,-5%,-0.8,1%,2%,-1,2%,1%,COc1cccc(C2C(C(N)=O)=C(C)Nc3nc(CCCO)nn32)c1OC (stereo not drawn)
-5%,-21%,-1.3,9%,-8%,6,0%,-1%,N#Cc1ncc(C(F)(F)F)cc1Oc1cccnc1
-12%,1%,-0.8,-1%,13%,3,-6%,1%,O=C(Cn1cnc2c(nnn2Cc2ccc(F)cc2)c1=O)N1CCCc2ccccc21
-18%,-4%,-1.1,-11%,-5%,-8,-4%,1%,C=CCN(Cc1cccs1)C(=O)COc1ccc2c(c1)OCO2
-7%,2%,-2.2,-5%,-2%,26,1%,1%,COc1ccc(Cl)cc1NC(=O)C/C(C)=N/NC(=O)COc1ccc(C)cc1
3%,0%,1.4,4%,11%,6,-5%,1%,COc1cc(C(=O)NC2CCCc3ccccc32)ccc1OCC(=O)Nc1ccc(F)cc1 (stereo not drawn)
5%,-3%,-0.3,3%,6%,5,1%,-3%,Cc1ccc(N2CC(C(=O)NCCC3=CCCCC3)CC2=O)cc1 (stereo not drawn)
-19%,0%,0.6,-11%,-2%,17,9%,-8%,CCN(C(=O)COC(=O)c1c2c(nc3ccccc13)/C(=C/c1ccccc1)CC(C)C2)C1CCS(=O)(=O)C1 (stereo not drawn)

Molecules listed so far that have sulfur, in the order listed:
EPAC1 antagonist,PLK1 PBD block,CCT chaperon mod,WRN helicase inh,EPAC2 antag,PI5P4K alpha inh,EPAC1 ag,Mm-Cpn inhibitor,SMILES
-5%,6%,0.6,7%,5%,1,3%,-1%,COc1ccccc1CNC(=O)c1ccc(NC(=O)CC2SC(N3CCCC3)=NC2=O)cc1 (stereo not drawn)
1%,-6%,1.0,-5%,-8%,5,-6%,-1%,CC(C)c1ccc(/C=C2\SC(N3CCCC3)=NC2=O)cc1
-18%,-4%,-1.1,-11%,-5%,-8,-4%,1%,C=CCN(Cc1cccs1)C(=O)COc1ccc2c(c1)OCO2
-19%,0%,0.6,-11%,-2%,17,9%,-8%,CCN(C(=O)COC(=O)c1c2c(nc3ccccc13)/C(=C/c1ccccc1)CC(C)C2)C1CCS(=O)(=O)C1 (stereo not drawn)

The results go on.
EPAC1 antagonist,PLK1 PBD block,CCT chaperon mod,WRN helicase inh,EPAC2 antag,PI5P4K alpha inh,EPAC1 ag,Mm-Cpn inhibitor,SMILES
5%,-3%,-2.8,-8%,0%,-3,7%,1%,CCN1CCN(c2nc(Nc3cccc(C)c3)nc(N)c2[N+](=O)[O-])CC1
-5%,-4%,0.1,3%,-12%,-2,1%,1%,CN1C(C(=O)NCc2cccc(C(F)(F)F)c2)CC2Cn3c(nc4cc5ccccc5cc43)C21 (stereo not drawn)
14%,2%,-1.4,-2%,16%,1,-1%,2%,N=c1ccn2c(n1)O[C@H]1[C@H](O)[C@@H](CO)O[C@H]12
13%,-16%,-1.2,-27%,9%,-2,-17%,0%,CC(C)(O)c1cc2ccccc2c(=O)o1
-1%,2%,-0.2,-11%,5%,-66*,-1%,-2%,NS(=O)(=O)c1ccc(NC(=O)c2ccc(S(=O)(=O)N3CCc4ccccc43)cc2)cc1
-18%,-3%,1.0,3%,2%,-10,0%,-2%,NS(=O)(=O)c1ccc(NC(=O)CSc2nc3ccccc3c(=O)n2Cc2ccncc2)cc1
-4%,-22%,-0.8,-3%,1%,.,3%,-1%,COC(=O)c1sccc1NC(=O)CN(C)NS(=O)(=O)c1ccc(Cl)cc1
15%,-2%,1.5,-6%,15%,-2,-6%,3%,CCOc1ccc(NC(=O)C(NC(=O)C2CCC(C)CC2)C(C)C)cc1 (stereo not drawn)
0%,-2%,-0.8,-6%,8%,.,-7%,0%,CCc1cc(C(=O)Nc2ccccc2)cs1
-1%,2%,-4.2,-8%,-1%,.,8%,-1%,Cc1cc(NC(=O)c2cc(-c3cccs3)on2)no1
1%,-6%,1.4,-3%,4%,0,7%,1%,Cc1nn(-c2ccccc2)c2[nH]c(=O)cc(C(F)F)c12
0%,-3%,0.8,-2%,-8%,0,3%,0%,CCOc1ccc(S(=O)(=O)N2CN3CCN(C3)C2)cc1
1%,-6%,-4.1,-5%,2%,10,10%,-1%,Cc1cccnc1NC(=O)CNC(=O)c1cccs1
7%,0%,-0.2,0%,-12%,3,-8%,1%,CC(Cc1c[nH]c2ccccc12)C(=O)N1CCN(c2ccccc2F)CC1 (stereo not drawn)
2%,-9%,-1.2,1%,-4%,0,1%,0%,Cc1ccc2c(cnn2C(=O)CCC(=O)NCc2cccc(Br)c2)c1
-8%,-26%,2.2,-5%,2%,0,4%,-4%,Cc1oc2c(C)c3oc(=O)c(CC(=O)N[C@@H](CCCNC(N)=O)C(=O)O)c(C)c3cc2c1C
25%,5%,-0.1,-9%[57.1 µM],-16%,5,3%,-2%,CCn1c2ccccc2c2cc(NC(=O)COC(=O)c3ccccc3F)ccc21
-1%,1%,-3.1,-3%,2%,4,4%,-1%,COC(=O)c1c(NC(=O)CN2CCN(S(=O)(=O)c3ccccc3[N+](=O)[O-])CC2)sc2c1CCC(C)C2 (stereo not drawn)
-14%,-11%,-1.6,3%,-8%,1,1%,-2%,CCc1cccc(NC(=O)CNC(=O)N2CC(=O)Nc3ccccc32)c1
-20%,4%,0.4,0%,2%,-2,-11%,1%,COc1ccccc1NC(=O)Cn1nnc(C(=O)NCc2cccs2)c1N
-18%,-7%,-2.7,-5%,-2%,27,14%,-1%,Cc1ccc(Nc2nc(C)c(CCC(C)C)c(=O)[nH]2)cc1
-16%,-2%,1.4,-7%,10%,-7,?,1%,CC(OC(=O)CNC(=O)COc1ccccc1)C(=O)N(C)Cc1ccccc1 (stereo not drawn)
-17%,-7%,-0.5,6%,3%,0,-7%,2%,O=C(O)CC1SC(=Nc2ccc(O)cc2)NC1=O (stereo not drawn)
-16%,-1%,-1.2,-1%,7%,-1,2%,-3%,Cc1cc(C)c2nc(NC(=O)c3cccc(S(=O)(=O)N4CCc5ccccc54)c3)sc2c1
1%,27µM*,-0.4,8%,11%,-3,-4%,0%,O=C(O)C1CC(=O)N(c2ccc(F)cc2)C1 (stereo not drawn)
12%,4%,0.0,6%,-13%,3,-23%,.,CC(C)(C)[C@H]1C=C(C(N)=O)O[C@@H](OCc2ccc(CO)cc2)C1
-2%,-5%,-1.4,-12%,11%,3,-3%,6%,O=C(N/N=C/C=C/c1ccccc1[N+](=O)[O-])c1cccs1
24%,-1%,2.1,3%,16%,.,1%,0%,O=C(O)C1CCCCC1C(=O)OCCCCOC(=O)C1CCCCC1C(=O)O (stereo not drawn)
-20%,-1%,-6.0,-2%,-8%,.,8%,1%,CCC(C)C(NC=C1C(=O)OC(C)(C)OC1=O)C(=O)O (stereo not drawn)
-2%,-3%,-0.1,2%,4%,-2,-6%,0%,Cc1nn(C)c(C)c1Sc1ccccc1N
-6%,-14%,-2.1,8%,-8%,2,-4%,0%,C/C(=N\NC(=O)C1CC1)c1ccc(Cl)c(Cl)c1
0%,-3%,0.2,-9%,10%,11,0%,-6%,N#CCSc1nc2c(c(=O)n1Cc1ccccc1)C1(CCCC1)Cc1ccccc1-2
-17%,-12%,1.3,1%,-6%,0,6%,.,O=C(Nc1cccc(C(=O)O)c1)/C(=C\c1ccc2c(c1)OCO2)NC(=O)c1ccccc1Br
0%,2%,-0.1,-1%,-3%,2,0%,3%,CC(C)(CO)NC(=O)CC1C(=O)NCCN1CC(c1ccccc1)c1ccccc1 (stereo not drawn)
-4%,3%,1.4,-9%,3%,6,1%,-4%,C=CCn1c(SCC(=O)NCC2CCCO2)nc2c([nH]c3ccccc32)c1=O (stereo not drawn)
-12%,-10%,2.4,-9%,-18%,-25,4%,.,Clc1cccc(CNc2ccn3nc(-c4ccco4)cc3n2)c1
-13%,0%,-60*,0%,59%[activator],-1,-10%,0%,COc1ccc(C(=O)N=C2SC3CS(=O)(=O)CC3N2c2ccc(N(C)C)cc2)cc1OC (stereo not drawn)
-4%,-1%,1.0,2%,3%,-7,-12%,3%,COC(=O)c1ccc(CN2CCN(CC(C)C)C(CCO)C2)cc1 (stereo not drawn)
5%,-4%,-0.9,3%,-6%,3,0%,3%,O=C(CSc1ccccn1)Nc1ccc(F)c([N+](=O)[O-])c1
-7%,9%,0.6,0%,-3%,1,6%,0%,CCS(=O)(=O)c1ccc(OC)c(N=Nc2ccc(O)c3ncccc23)c1
-4%,1%,-4.5,1%,6%,0,5%,.,COc1cc(/C=N/N2CCN(Cc3ccccc3)CC2)cc(OC)c1OC
1%,-1%,2.0,3%,16%,0,-7%,-2%,CC1(C)CC(=O)c2c(-c3cccs3)n[nH]c2C1
-5%,-4%,-2.1,-14%,-3%,-3,-5%,1%,O=C(CSc1nc(Nc2ccccc2)nc(N2CCOCC2)n1)NC1CCCCC1
-22%,-11%,2.0,-16%,-7%,-5,-1%,-3%,Cc1ccc(S(=O)(=O)CCC(=O)OCC(=O)c2c[nH]c3ccccc23)cc1
1%,?,1.6,2%,-5%,-1,-14%,-2%,Nc1nc(Sc2ccc(C(F)(F)F)cn2)n[nH]1
-1%,-8%,-5.7,-1%,8%,-2,6%,-3%,COC(=O)c1sccc1NC(=O)C1C2C=CC(O2)C1C(=O)O (stereo not drawn)
-1%,2%,-2.6,-11%,-8%,6,1%,-2%,CCCCOC(=O)CSc1nc2c(cc1C#N)C(=O)CC(C)(C)C2
-11%,-6%,-2.1,6%,1%,6,-4%,4%,COc1ccc(CNc2ncnc3cc(Cl)ccc23)cc1OC

By substructure, those above containing a CF3 group
EPAC1 antagonist,PLK1 PBD block,CCT chaperon mod,WRN helicase inh,EPAC2 antag,PI5P4K alpha inh,EPAC1 ag,Mm-Cpn inhibitor,SMILES
-5%,-21%,-1.3,9%,-8%,6,0%,-1%,N#Cc1ncc(C(F)(F)F)cc1Oc1cccnc1
-5%,-4%,0.1,3%,-12%,-2,1%,1%,CN1C(C(=O)NCc2cccc(C(F)(F)F)c2)CC2Cn3c(nc4cc5ccccc5cc43)C21 (stereo not drawn)
1%,?,1.6,2%,-5%,-1,-14%,-2%,Nc1nc(Sc2ccc(C(F)(F)F)cn2)n[nH]1

This is a subset. The share of hits here may be higher or lower than overall.
